Compound activity: PubChem, NCI
NCI-60 one-dose screen, 48 h, at 10 µM unless noted. Numbers give growth in % (100 = growth as untreated, 0 = no growth, -100 = all killed).
IGROV1: IGROV1 ovarian cancer; hit rate 4.7% among 79,000; AID 1794786
NCI-H226: NCI-H226 lung cancer; hit rate 3.5% among 79,000
NCI-H23: NCI-H23 lung cancer. hit rate 4% among 80,000. AID 1794731
SN12C: SN12C renal cancer cells; AID 1794767; hit rate 3.8% among 81,000
OVCAR-5: OVCAR-5 ovarian cancer; hit rate 2.9% among 82,000; AID 1794783
OVCAR-4: OVCAR-4 ovarian cancer cells; hit rate 3.7% among 80,000; AID 1794784
OVCAR-3: OVCAR-3 ovarian cancer; hit rate 7% among 79,000
SK-OV-3: SK-OV-3 ovarian cancer cells; AID 1794785; hit rate 3.2% among 80,000
NCI/ADR-RES: NCI/ADR-RES ovarian cells. hit rate 4.4% among 81,000. AID 1794790
Numbers without * were called inactive; . = not tested or not shown; & = joins results of further samples; [ ] = dose if it differs, or a comment. Rule for the calls: active = growth percent below 10; inactive = the rest.

1	COc1ccc2nc3ccccc3[n+]([O-])c2c1
2	COC(=O)[C@H](CC(C)C)N1CC=CCN([C@@H](CC(C)C)C(=O)OC)S1(=O)=O
3	CCCC1N[C@H](C(=O)O)CS1 (stereo not given in full)
4	NC(=O)C(=Cc1ccc(Cl)cc1)C(N)=O
5	CSc1nccc(-c2c(-c3ccc(F)c(O)c3)nc3sccn23)n1
6	CCO/C=N/C1=C(C#N)C(c2ccc(Cl)cc2)c2c(c3ccccc3n(C)c2=O)O1 (stereo not given)
Compound	1	2	3	4	5	6
IGROV1	107.5	108.2[1.2 µM]	103.0	59.1	102.9	59.1
NCI-H226	108.8	.	93.9	65.3	103.9	91.3
NCI-H23	84.5	102.5[1.2 µM]	95.6	74.5	.	80.3
SN12C	100.0	91.5[1.2 µM]	99.6	45.3	91.7	74.6
OVCAR-5	98.9	97.7[1.2 µM]	96.8	78.2	105.6	85.1
OVCAR-4	104.4	103.7[1.2 µM]	119.8	62.3	106.3	68.6
OVCAR-3	100.7	112.8[1.2 µM]	99.1	52.0	113.8	64.3
SK-OV-3	108.2	90.2[1.2 µM]	105.5	116.5	121.4	81.8
NCI/ADR-RES	97.6	97.6[1.2 µM]	97.9	57.1	110.7	57.3

7	O=C1/C(=C/c2cccc3c2OCO3)Cc2cc3c(cc21)OCO3
8	O=c1cc(-c2ccccc2)[nH]n1-c1ccccc1
9	O=C1CCC2(CC1C1C=CCC1)OCCO2 (stereo not given)
10	O=C(/C=C/c1ccc2c(c1)OCO2)c1c(O)c2ccccc2oc1=O
11	CCOc1ccc(C(=O)NNC(=O)c2cc(OC)c(OC)c(OC)c2)cc1Cl
12	N=C(N)N=Nc1c(O)[nH]c2ccccc12
Compound	7	8	9	10	11	12
IGROV1	45.9	103.6	108.2	111.9	95.2	103.1&80.7
NCI-H226	94.2	101.5	106.0	107.1	102.6	112.0&145.3
NCI-H23	85.5	91.3	103.2	101.5	95.1	101.8&101.5
SN12C	61.4	104.0	111.2	105.9	87.2	109.5&129.9
OVCAR-5	79.9	106.4	105.3	102.3	104.3	108.3&95.6
OVCAR-4	89.4	104.0	102.6	106.5	102.4	105.7&117.8
OVCAR-3	.	114.6	105.0	103.7	117.0	104.7&191.5
SK-OV-3	87.3	103.0	99.6	94.2	99.2	100.8&100.6
NCI/ADR-RES	57.6	103.8	104.8	102.1	99.1	115.7&98.5

13	COc1ccc(C(=O)COc2cccc(/C=C3\Cc4ccccc4C3=O)c2)cc1
14	CC1CC(=O)Nc2ccccc2N1C(=O)Nc1ccc(Cl)cc1 (stereo not given)
15	CCOC(=O)c1nn(-c2ccccc2)c(=O)c2c(N)c(C#N)c(-c3ccco3)cc12
16	O=S(=O)(c1cccc(C(F)(F)F)c1)N(CCCCN(S(=O)(=O)c1cccc(C(F)(F)F)c1)S(=O)(=O)c1cccc(C(F)(F)F)c1)S(=O)(=O)c1cccc(C(F)(F)F)c1
17	CCN1C(=O)N(CC)C2C1NN=c1s/c(=C3\C(=O)N(C)c4ccccc43)c(=O)n12 (stereo not given)
18	Cc1cc(C)c(S(=O)(=O)/N=c2/n(-c3ccccc3)nc3n2CCN3C2=NCCN2)c(C)c1
Compound	13	14	15	16	17	18
IGROV1	.	94.5	74.8	114.1	37.4	65.5
NCI-H226	73.4	88.2	83.7	81.3	96.7	89.0
NCI-H23	74.5	96.2	87.5	95.2	37.0	86.7
SN12C	92.7	95.8	89.1	94.2	36.9	79.8
OVCAR-5	88.5	91.7	108.0	.	48.9	86.5
OVCAR-4	76.8	106.2	82.4	81.5	52.0	.
OVCAR-3	97.2	118.6	113.3	85.8	-14.1*	88.7
SK-OV-3	95.8	104.3	.	96.0	72.5	83.2
NCI/ADR-RES	74.4	99.1	90.7	107.1	9.4*	89.1

19	CCCNCC(=O)Nc1cccc(Cl)c1
20	N#C/C(=C/c1ccccc1Cl)C(N)=O
21	Cc1cc2c(C(C)C)c(O)c(O)c(C=NCc3ccoc3)c2c(O)c1-c1c(C)cc2c(C(C)C)c(O)c(O)c(C=NCc3ccco3)c2c1O
22	O=C1CNc2cccc3cccc(c23)NC1
23	O=C1c2cccc3cccc(c23)C(=O)N1Nc1nc(Nc2cnccn2)nc(N2CCOCC2)n1
24	Cc1ccc(Nc2cc(N)nc(N)n2)cc1C
Compound	19	20	21	22	23	24
IGROV1	105.6	105.8	46.5	88.6	103.3	100.3
NCI-H226	89.1	99.2	72.0	93.7	103.8	98.5
NCI-H23	99.9	114.3	23.5	100.1	100.1	91.6
SN12C	92.4	93.6	40.5	98.9	97.7	96.4
OVCAR-5	101.4	91.7	68.9	106.1	107.0	101.5
OVCAR-4	99.8	122.7	31.2	111.8	103.2	97.2
OVCAR-3	105.4	109.2	25.9	107.6	121.6	110.6
SK-OV-3	91.0	102.7	54.4	107.6	108.5	105.8
NCI/ADR-RES	109.9	118.4	44.4	100.6	108.9	99.3

25	CC(C)C(C(N)=O)c1ccccc1 (stereo not given)
26	COc1cc(-c2nn(-c3ccc(C(=O)O)cc3)cc2CNc2ccc(F)cc2)ccc1O
27	COc1ccc(/C=C2/C(=O)Nc3cc(Cl)c(-c4csc(N)n4)cc32)cc1
28	COc1ccc(Cn2cc3c(c2-c2cc(OC)c(OC)c(OC)c2)CCCc2cnoc2-3)cc1[N+](=O)[O-]
29	O=c1n(Cc2nc(-c3ccc(Cl)cc3)n[nH]2)cnn1-c1ccccc1
30	COc1ccc([C@@H]2Nc3cc(-c4cc(OC)c(OC)c(OC)c4)ccc3O[C@H]2CO)cc1OC
Compound	25	26	27	28	29	30
IGROV1	103.4	95.1	56.1	71.6	108.5	103.5
NCI-H226	105.9	106.0	69.2	90.7	96.8	77.3
NCI-H23	98.6	87.8	58.0	82.1	103.1	101.7
SN12C	104.8	101.1	59.6	87.4	96.3	100.8
OVCAR-5	.	106.4	85.0	95.8	108.4	90.9
OVCAR-4	109.0	88.6	70.1	93.5	105.5	107.7
OVCAR-3	106.2	93.7	17.0	82.6	104.3	96.9
SK-OV-3	103.7	94.1	48.5	96.4	80.7	102.6
NCI/ADR-RES	94.6	84.0	32.2	57.9	108.8	95.1

31	COc1ccc2[nH]cc(-c3cc(N)n4nc(-c5c[nH]c6ccccc56)cc4n3)c2c1
32	Nc1nc(CSCc2n[nH]c(=S)o2)nc(Nc2ccccc2)n1
33	O=C(/C=C/c1ccc(Cl)cc1)Nc1ccc(C=C2c3ccccc3C(=O)c3ccccc32)cc1
34	Cc1c(OCC(F)(F)F)ccnc1CNc1ccc(C2=CC(c3ccc(Cl)cc3)N=C(N)N2)cc1 (stereo not given)
35	COC(=O)[C@H](Cc1cn(C)cn1)NC(=O)[C@H](Cc1ccccc1)NC(=O)Nc1cc(C(F)(F)F)cc(C(F)(F)F)c1
36	S=C1CCCC(=S)N1
Compound	31	32	33	34	35	36
IGROV1	16.0	103.5	80.2	99.2	-56.3*[100 µM]	106.8
NCI-H226	74.5	76.4	79.5	99.7	-50.9*[100 µM]	.
NCI-H23	-12.1*	99.8	64.2	100.7	-83.3*[100 µM]	101.1
SN12C	49.1	100.1	89.7	99.0	-96.1*[100 µM]	99.3
OVCAR-5	7.4*	104.4	89.3	101.9	-94.0*[100 µM]	100.4
OVCAR-4	30.9	101.5	64.4	91.5	-87.1*[100 µM]	104.0
OVCAR-3	14.6	103.0	77.2	101.2	-99.1*[100 µM]	111.7
SK-OV-3	3.5*	101.0	86.4	88.2	-100.0*[100 µM]	91.6
NCI/ADR-RES	27.7	98.6	68.6	95.0	4.9*[100 µM]	99.5

37	[Cl][Ru].c1ccc(-c2cc(-c3ccccn3)nc(-c3ccccn3)c2)cc1.c1ccc(-c2ccnc3c2ccc2c(-c4ccccc4)ccnc23)cc1
38	N#C/C(=C\c1ccccc1)C(=O)Nc1cc(-c2ccccc2)nn1-c1ccccc1
39	O=C(O)CCCN1C(=O)/C(=C/c2ccccc2)SC1=S
40	COc1ccc2c(c1)O/C(=C\c1ncc([N+](=O)[O-])n1C)C2=O
41	Cc1cc(Nc2c3ccccc3nc3ccccc23)ccc1NS(C)(=O)=O
42	COc1ccc(Nc2ccc(C(N)=O)c(NCCCNC(=O)C3CCC3)n2)cc1
Compound	37	38	39	40	41	42
IGROV1	-59.2*	100.5	109.1	-25.0*	25.5	74.0
NCI-H226	-18.0*	94.9	95.2	-42.3*	41.8	55.8
NCI-H23	.	92.9	100.0	-7.2*	47.0	88.1
SN12C	-22.5*	93.2	97.4	-8.6*	39.6	40.6
OVCAR-5	18.3	100.2	111.4	-14.7*	27.5	85.6
OVCAR-4	15.6	88.2	100.0	-11.6*	48.1	72.9
OVCAR-3	-64.2*	108.4	.	-24.8*	46.6	105.7
SK-OV-3	-12.1*	105.4	106.4	-15.9*	43.5	54.1
NCI/ADR-RES	93.7	97.0	102.5	1.1*	57.7	104.1

Four compounds out of the list, arranged by count of non-hydrogen atoms, rising.
36	S=C1CCCC(=S)N1
40	COc1ccc2c(c1)O/C(=C\c1ncc([N+](=O)[O-])n1C)C2=O
38	N#C/C(=C\c1ccccc1)C(=O)Nc1cc(-c2ccccc2)nn1-c1ccccc1
37	[Cl][Ru].c1ccc(-c2cc(-c3ccccn3)nc(-c3ccccn3)c2)cc1.c1ccc(-c2ccnc3c2ccc2c(-c4ccccc4)ccnc23)cc1
Compound	36	40	38	37
IGROV1	106.8	-25.0*	100.5	-59.2*
NCI-H226	.	-42.3*	94.9	-18.0*
NCI-H23	101.1	-7.2*	92.9	.
SN12C	99.3	-8.6*	93.2	-22.5*
OVCAR-5	100.4	-14.7*	100.2	18.3
OVCAR-4	104.0	-11.6*	88.2	15.6
OVCAR-3	111.7	-24.8*	108.4	-64.2*
SK-OV-3	91.6	-15.9*	105.4	-12.1*
NCI/ADR-RES	99.5	1.1*	97.0	93.7

Further results follow.
43	C/C(=N\O)c1ccc(NC(=O)CSc2nc3[nH]c(=O)n(C)c(=O)c3[nH]2)cc1
44	CC(=O)OC(COC(c1ccccc1)(c1ccccc1)c1ccccc1)C(OC(C)=O)C(OC(C)=O)C(COC(c1ccccc1)(c1ccccc1)c1ccccc1)OC(C)=O (stereo not given)
45	O=C(O)c1ccc(N/C=C/C(=O)c2ccc(F)cc2)cc1
46	Cc1ccc2c(c1)/C(=N/c1n[nH]c(=S)s1)C(=O)N2
47	Oc1ccc2ccccc2c1-c1c(O)ccc2ccccc12
48	CCn1ncc2c(NNC(=O)Cc3ccc(Br)cc3)ncnc21
Compound	43	44	45	46	47	48
IGROV1	103.3	105.5	106.3	81.3	74.6	109.0
NCI-H226	.	92.1	102.7	82.6	93.5	95.6
NCI-H23	94.1	99.5	102.7	88.9	81.8	93.1
SN12C	101.7	92.1	104.3	97.9	93.6	96.9
OVCAR-5	98.4	109.9	108.4	101.7	79.1	104.7
OVCAR-4	98.6	100.1	107.5	88.2	75.8	99.0
OVCAR-3	96.2	92.4	.	95.1	98.4	105.8
SK-OV-3	107.2	117.3	110.8	89.6	115.0	92.8
NCI/ADR-RES	98.7	102.6	108.1	97.5	84.7	99.4

49	CN=C1N[N+]2=CCCCC2(C)S1 (stereo not given)
50	Nc1ccc(N=Nc2ccc(S(=O)(=O)O)cc2)cc1
51	N#Cc1cc(NC(=O)Nc2nnc(-c3ccncc3)s2)ccc1-c1cn[nH]c1
52	O=C1Nc2ccccc2C1=Nc1ccccc1-c1ccccc1
53	Cc1ccc(S(=O)(=O)NCCNc2nccc(-n3cnc4ccccc43)n2)cc1
54	Cc1ccc(S(=O)(=O)O)c(C)c1
55	Cc1ccc(NC(=O)COc2ccc(/C=N/Nc3nc4ccccc4s3)cc2)cc1
Compound	49	50	51	52	53	54	55
IGROV1	97.3	98.8	105.1	72.3	75.2	103.2	80.7
NCI-H226	102.1	106.7	99.4	96.5	58.7	.	89.0
NCI-H23	98.8	107.2	97.2	43.1	74.6	104.6	87.3
SN12C	97.9	101.4	98.4	75.2	79.0	103.3	96.6
OVCAR-5	113.5	107.8	96.1	81.2	87.8	103.8	103.5
OVCAR-4	117.0	108.7	99.6	77.6	42.1	86.5	99.0
OVCAR-3	110.0	112.8	96.5	82.2	82.0	110.0	112.2
SK-OV-3	104.0	99.7	95.8	65.2	79.5	95.7	.
NCI/ADR-RES	105.8	111.2	109.6	56.0	75.7	103.6	101.3
